# High-throughput results as filed in PubChem.
# M5 antag: blocks acetylcholine activation of human M5 receptor; P08912; inhibition, % at 3 µM; actives 0.59% (n = 360,000); CHO-hM5 cells, Fluo-8 calcium fluorescence, ACh EC80;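 active = inhibition above a per-plate cutoff, the mean of that plate's test compounds plus 3 SD, cut at about 27% in these data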;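 note: 0% = acetylcholine EC80 with DMSO and 100% = DMSO without agonist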
# Target sequence (P08912 whole entry, looked up): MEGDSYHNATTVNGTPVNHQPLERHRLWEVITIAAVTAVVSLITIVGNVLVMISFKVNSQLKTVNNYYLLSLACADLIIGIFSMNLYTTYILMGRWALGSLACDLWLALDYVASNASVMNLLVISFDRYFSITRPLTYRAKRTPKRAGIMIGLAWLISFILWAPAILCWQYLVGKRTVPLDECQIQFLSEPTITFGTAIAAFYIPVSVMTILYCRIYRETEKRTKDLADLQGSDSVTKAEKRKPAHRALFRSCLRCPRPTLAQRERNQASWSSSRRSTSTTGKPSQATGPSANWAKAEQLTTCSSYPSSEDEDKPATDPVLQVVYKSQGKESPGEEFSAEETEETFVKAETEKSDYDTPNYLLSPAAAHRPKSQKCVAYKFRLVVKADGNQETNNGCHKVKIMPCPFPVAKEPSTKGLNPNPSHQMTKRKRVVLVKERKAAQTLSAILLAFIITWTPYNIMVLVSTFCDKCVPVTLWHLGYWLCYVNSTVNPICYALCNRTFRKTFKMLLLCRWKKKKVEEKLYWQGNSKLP
# CHRM4 PAM: potentiates acetylcholine response at human M4 receptor; P08173; CHO-K1 hM4/Gqi5, Fluo-8 calcium fluorescence, ACh EC20; 0% = ACh EC20, 100% = maximal ACh; activation, % at 3 µM; actives 0.4% (n = 360,000);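 active = activation above its plate's cutoff, the mean activation of sample wells plus 3 SD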; note: some results filed as inactive read as strong as hits
# Target sequence (P08173 whole entry, looked up): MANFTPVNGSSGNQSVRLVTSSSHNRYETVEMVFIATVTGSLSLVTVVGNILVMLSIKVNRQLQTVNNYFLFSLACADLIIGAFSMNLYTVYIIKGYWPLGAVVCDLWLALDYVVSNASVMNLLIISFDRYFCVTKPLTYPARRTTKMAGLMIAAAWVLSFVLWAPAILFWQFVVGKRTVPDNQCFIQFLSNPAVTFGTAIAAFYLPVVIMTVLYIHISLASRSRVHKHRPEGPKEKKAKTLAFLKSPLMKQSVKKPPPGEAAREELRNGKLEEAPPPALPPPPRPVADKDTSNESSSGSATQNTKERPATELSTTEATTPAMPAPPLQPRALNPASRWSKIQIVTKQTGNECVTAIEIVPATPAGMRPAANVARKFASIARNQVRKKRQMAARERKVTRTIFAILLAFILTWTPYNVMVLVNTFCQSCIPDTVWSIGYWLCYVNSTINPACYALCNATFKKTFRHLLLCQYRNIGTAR
# M4 ag: CHRM4 agonism in calcium assay; P08173; CHO-K1 hM4/Gqi5, Fluo-8 calcium fluorescence; vehicle 0%, full acetylcholine response 100%; activation, % at 3 µM; actives 0.14% (n = 360,000); AID 624127;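 active = activation above the run mean over all test wells plus 3 SD, cut at about 32% in these data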;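 note: peak over basal fluorescence ratio per well then scaled between controls; 0% = DMSO wells and 100% = acetylcholine at EC100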
# M1 PAM: potentiates human M1 receptor response to acetylcholine | P11229 | actives 0.088% (n = 360,000) | activation, % at 3 µM | AID 588819 | CHO-K1 hM1, Fluo-8 calcium fluorescence, ACh EC20; 0% = ACh EC20, 100% = maximal ACh; in the data active = activation above about 19%, passing the limit was not always enough
# CRFBP-R2 agonist: CRF-BP/CRF-R2 complex agonism; actives 0.46% (n = 350,000); HEK293 CRF-R2/CRF-BP, calcium dye fluorescence (FLIPR); percent of saturating CRF peptide response; AID 588473; activation, % at 13.2 µM;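 active = activation of at least 50%, plus an integration ratio under a set limit after plate pattern correction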;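 note: plate controls were neutral control wells without compound for no effect and CRF at EC100 for full effect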
# M5 PAM: CHRM5 positive allosteric modulation; CHO-K1 hM5, Fluo-8 calcium, ACh EC20 PAM; 0% = ACh EC20, 100% = ACh EC100; activation, % at 3 µM; actives 0.3% (n = 360,000); AID 624038;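 active = activation above the run cutoff, the mean activation of all test compounds plus 3 SD, cut at about 18% in these data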
#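 Measured by: Fluo-8 calcium fluorescence; material: human M5 receptor in CHO-K1 cells; schedule: Post-acetylcholine fluorescence recording 140 s; benchmarks: low control EC20 acetylcholine (0%), high control EC100 acetylcholine (100%); read-out: Max/basal fluorescence ratio as % of EC20–EC100 ACh window; compound: single dose, 3 µM nominal final test concentration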
# CRFBP-R2 block: antagonists of CRF-binding protein/CRF-R2 receptor complex | actives 0.59% (n = 350,000) | HEK293 CRF-R2/CRF-BP, CRF-induced calcium fluorescence | inhibition, % at 11.8 µM;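 active = inhibition of the ligand-induced calcium signal above about 50% at the single tested concentration, limit read from the data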
# M5 ag: agonists of human muscarinic M5 receptor (CHRM5); actives 0.19% (n = 360,000); P08912; activation, % at 3 µM; CHO-K1 hM5 cells, Fluo-8 calcium fluorescence; 0% DMSO wells, 100% maximal acetylcholine response;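 active = activation above the run's mean over test compounds plus 3 SD, cut at about 23% in these data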;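 note: signal is peak over basal fluorescence ratio across the kinetic read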
# M4 antag: antagonists of human muscarinic M4 receptor (CHRM4). actives 0.73% (n = 360,000). CHO-hM4 cells, ACh EC80, Fluo-8 calcium fluorescence. inhibition, % at 3 µM. AID 624125. P08173;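 active = inhibition above its plate's cutoff, the mean inhibition of sample wells plus 3 SD, cut at about 27% in these data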;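 note: 0% = acetylcholine EC80 with DMSO and 100% = DMSO without agonist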
# * marks the source's active call; other numbers are inactive results; . = not tested or not shown.
SMILES,M5 antag,CHRM4 PAM,M4 ag,M1 PAM,CRFBP-R2 agonist,M5 PAM,CRFBP-R2 block,M5 ag,M4 antag
COc1cccc(C2=NN(C(=O)c3ccccc3)C(O)(C(F)(F)F)C2)c1 (stereo unspecified),-8,7,-3,2,0.6,-1,-8,-5,-9
COc1ccccc1N1CCN(C2CCCN(C(=O)c3ccoc3)C2)CC1 (stereo unspecified),-4,0,2,11,1.1,1,-14,-8,-14
Cn1c(C2=C(O)CN(c3ccc4c(c3)OCCO4)C2=N)nc2ccccc21,-1,1,3,9,-0.7,-6,9,3,-4
CCCCn1c(/N=C/c2ccc(N(C)C)cc2)nc2ccccc21,3,-1,2,21*,34,-1,-72,-4,4
COCCNC(=O)c1cc2nc3c(c(C(F)(F)F)n2n1)CCc1ccccc1-3,9,-5,0,11,1.3,-2,-1,-1,1
O=C(CNC(=O)c1ccc2c(c1)OCO2)N/N=C/c1cccc([N+](=O)[O-])c1,4,5,1,-3,-0.3,-3,9,-1,-5
O=C(Nc1ccc(F)c(Cl)c1)c1csc([C@H]2C[C@H](O)[C@@H](CO)O2)n1,4,3,5,7,.,-2,.,1,-1
Cc1csc(-c2cccnc2)n1,4,9,1,-1,1.2,-5,-25,-2,-6
Clc1ccc2nc(-c3ccco3)c(Cc3ccsc3)n2c1,-12,11,1,7,.,11,.,3,-16
CCCCN(C(=O)c1ccc(-c2ccc(Cl)cc2)o1)c1c(N)n(CC(C)C)c(=O)[nH]c1=O,5,3,0,9,0.3,-5,9,3,7

# One compound at a time (already shown). Screens in order: M5 antag	CHRM4 PAM	M4 ag	M1 PAM	CRFBP-R2 agonist	M5 PAM	CRFBP-R2 block	M5 ag	M4 antag
# Entry for `Cc1csc(-c2cccnc2)n1` : 4	9	1	-1	1.2	-5	-25	-2	-6
# Entry for `COc1ccccc1N1CCN(C2CCCN(C(=O)c3ccoc3)C2)CC1` (stereo unspecified) : -4	0	2	11	1.1	1	-14	-8	-14
# Entry for `CCCCn1c(/N=C/c2ccc(N(C)C)cc2)nc2ccccc21` : 3	-1	2	21*	34	-1	-72	-4	4
# Entry for `COc1cccc(C2=NN(C(=O)c3ccccc3)C(O)(C(F)(F)F)C2)c1` (stereo unspecified) : -8	7	-3	2	0.6	-1	-8	-5	-9
# Entry for `Cn1c(C2=C(O)CN(c3ccc4c(c3)OCCO4)C2=N)nc2ccccc21` : -1	1	3	9	-0.7	-6	9	3	-4

# Other compounds follow:
SMILES,M5 antag,CHRM4 PAM,M4 ag,M1 PAM,CRFBP-R2 agonist,M5 PAM,CRFBP-R2 block,M5 ag,M4 antag
CNC(=S)N(Cc1ccco1)Cc1cc2cc(OC)ccc2[nH]c1=O,0,-5,2,13,0.1,4,-5,3,3
COC(=O)C(CCSC)NC(=O)CNC(=O)C1CCCCC1 (stereo unspecified),-2,13,1,8,-1.6,4,-6,-1,-8
CCOC(=O)C1CCN(C(C(=O)NC2CCCCC2)c2ccc(OC)cc2)CC1 (stereo unspecified),-12,2,1,7,-1.5,7,-10,-2,-1
COC(=O)c1ccc(Oc2nc(C)cc(Oc3ccccc3)n2)cc1,5,-7,-1,-7,1.0,-9,23,-5,20
COc1ccc(N(CC(=O)Nc2cccnc2)S(=O)(=O)c2ccccc2)cc1OC,3,8,2,14,2.1,-1,-7,0,-22
N=C1/C(=C/c2cccs2)C(=O)N=C2SN=C(SCc3ccccc3)N12,-6,0,1,8,15,-2,102*,2,3
CC(C)Oc1cccc(C(=O)C2CCCN(C(=O)c3cc(C4CC4)[nH]n3)C2)c1 (stereo unspecified),-14,-5,12,3,-2.4,0,-4,2,-10
CC(=O)c1cccc(NC(=O)NNC(=O)c2ccc3ccccc3c2)c1,4,13,2,0,0.9,-7,-3,-3,1
COc1cccc(NC(=O)N2CCN(c3nnnn3-c3ccccc3)CC2)c1,9,-9,0,-1,-1.9,4,7,-5,11
O=C(COC(=O)c1cc(=O)[nH]c2ccccc12)NC1CCCCC1,1,4,2,0,0.5,-12,-8,5,0
CN1OC[C@@H]2CN(C(=O)CCc3ccccc3)[C@H](c3ccc(N4CCCCC4)cc3)C[C@@H]21,-12,0,1,10,.,-1,.,-2,-5
COc1ccc(Cl)cc1NC(=O)COC(=O)C1CCCCC1,-6,2,1,3,-1.5,4,-3,3,-8
CCN(CC)CCn1c2c(c(SCC(=O)Nc3nccs3)nc1=O)CCCC2,-10,10,0,10,-0.7,13,-3,-6,-10
N#C/C(=C\c1ccc(-c2ccc(Br)cc2)o1)C(=O)NCCc1c[nH]c2ccccc12,14,4,3,6,4.0,-3,-15,-6,2
O=C(NCc1ccc(Cl)nc1)c1csc(COCCO)n1,2,-6,0,-1,.,-2,.,1,0
COc1cc(C=NO)nc(-c2ccccn2)c1,-11,3,3,9,-2.9,-1,-8,4,-14
S=C(Nc1ccccc1)Nc1ccc(Cl)cc1Cl,4,-1,1,3,0.6,6,7,-2,0
Cc1ccc(CNC(=O)NC23CC4CC(CC(C4)C2)C3)cc1,-10,20,-2,13,-1.1,9,-2,-1,-13
CC(C(=O)N(C)C1CCS(=O)(=O)C1)N1C(=O)/C(=C/c2ccc(F)cc2)SC1=S (stereo unspecified),2,-8,25,-6,2.0,-10,-16,9,4
CCN(C(=O)COC(=O)CSc1cc(C)c2ccccc2n1)c1ccccc1,8,-3,7,5,0.2,-4,-6,0,2
CC1=Nn2c(nc3sc4c(c3c2=O)CCCC4)SC1,-4,1,0,11,-0.1,0,8,1,1
CCC[C@@H](CN1CCC[C@H]1CN1C(N)=NC[C@H]1C(C)C)N1C[C@@H](Cc2ccccc2)N(CCCC2CCCC2)C1=N,5,-9,0,-22,0.7,-7,17,-4,9
CCNc1nc(NC(C)C)nc(N(C)C#N)n1,0,6,0,14,-0.1,5,-5,2,5
CCn1c(CCNC(=O)c2ccc(OC)cc2)nnc1SCc1ccc(Cl)cc1Cl,0,-7,1,-1,-0.4,-7,17,-4,-5
Cc1cccc(NC(=O)CCn2ccnc2C)c1,-14,10,1,2,-4.4,3,13,-8,-9
COC(=O)CCCCCCCCCCN1CCCCC1,-1,-16,2,-24,-3.2,-6,12,-9,40*
CC(=O)/C=C(\C)Nc1c(C)n(C)n(-c2ccccc2)c1=O,0,-7,0,4,0.6,4,-5,0,4
COc1cc(NC(=O)CCN2CCN(c3ccccc3OC)CC2)cc(OC)c1,0,-2,5,1,-3.4,-4,20,-1,-13
Cc1cccc(/C=N\Nc2cn[nH]c(=O)c2Cl)c1,0,-1,0,9,0.0,-2,-12,-3,4
CCOc1ccc(Cl)cc1-c1cc(C(=O)Nc2ccc(OC)nc2)[nH]n1,-4,-2,6,2,.,-5,.,-1,2
CC(C)OCCCN(C)C1CCN(S(=O)(=O)c2ccc(-c3cc(C(F)(F)F)no3)s2)CC1,9,-21,7,-14,-0.3,-9,-11,-7,53*
O=S1(=O)CC(N2CCCCC2)C(N2CCCCC2)C1 (stereo unspecified),4,13,1,3,0.4,3,-7,-2,4
N#CC1=C(N)SC(C(=O)c2ccccc2)C1c1cccs1 (stereo unspecified),7,-11,4,-5,0.8,-13,-24,-2,4
OC(CNC1CCCCCC1)COc1cccc2ccccc12 (stereo unspecified),14,-12,11,-10,8.0,-6,-11,-1,5
CCOC(=O)c1c(-c2ccc(C)o2)csc1NC(=O)CSc1ncn[nH]1,5,-4,3,-16,-1.0,-9,-31,2,16
CCC(C)(C)n1c(=O)[nH]c2c(c1=O)CCC2,-3,-4,0,0,-0.5,-1,-4,-2,3
Cc1ccc(S(=O)(=O)N2C3CCCCC3O[C@H]2CC(=O)c2ccc(F)cc2)cc1 (stereo partly specified),-14,1,3,.,.,1,.,0,-23
CCCCNc1c(-c2ccc(OC)c(Sc3ccc(OC)cc3)c2)nc2cnccn12,19,-3,13,-3,5.1,-14,-9,-2,16
COc1ccc(/C=C(\C#N)C(=O)Nc2cc(S(=O)(=O)N3CCCCC3)ccc2N2CCCCC2)cc1,7,5,-2,8,-0.7,-5,-3,0,-9
Cc1ccc(-c2csc(/C(C#N)=C/Nc3ccccc3SC(F)(F)F)n2)c(C)c1,-3,-7,1,5,8.2,-4,-16,-1,-3
CCOc1ccc(N2C(=O)CN=C2Nc2ccccc2F)cc1,-2,5,0,4,-1.1,2,5,-2,3
O=C(Nc1cc2c(oc1=O)CCCC2=O)c1ccccc1,4,8,1,11,-0.6,-6,5,0,2
O=C(CSc1nncc2ccccc12)Nc1cccc(C(=O)O)c1,-4,3,1,-1,-0.6,7,3,1,1
Cc1cc(C)n2cc(CSc3nnnn3-c3ccccc3)nc2n1,-7,21,2,8,1.1,-1,-12,0,-10
CCOC(=O)c1c(C)[nH]c(C)c1C(=O)CSc1nc(N)cc(N)n1,1,2,1,5,4.2,6,-9,-5,-7
CC(C)(C)OC(=O)N1CCCC(C(=O)Nc2cccc(C(=O)NCCCCc3ccccc3)c2)C1 (stereo unspecified),11,-13,20,-20,1.3,-15,6,6,9
Cc1ccc(CSCC(=O)N(C)CC(=O)Nc2ccccc2C(F)(F)F)cc1,3,0,6,7,-1.2,-3,4,2,-5
CC(C)Cc1nnc(NC(=O)CN2C(=O)NC3(CC(C)CC(C)(C)C3)C2=O)s1 (stereo unspecified),1,8,0,9,-1.8,7,-6,0,-13
COc1ccc(NC(=O)CSCC(=O)Nc2sccc2C#N)cc1,6,4,0,14,0.8,-2,3,0,-4
CC(Oc1ccccc1)C(=O)Nc1nnc(C2CCCCC2)s1 (stereo unspecified),-10,10,8,9,6.5,3,-95,6,-8
# Carrying on:
SMILES,M5 antag,CHRM4 PAM,M4 ag,M1 PAM,CRFBP-R2 agonist,M5 PAM,CRFBP-R2 block,M5 ag,M4 antag
CCOC(=O)c1c(C)[nH]c(C)c1C(=O)CSc1nnc(N)s1,7,3,1,4,0.3,9,14,0,-3
O=C(O)c1cc(-c2ccc3ccccc3c2)nc2ccc(F)cc12,-4,4,1,12,-2.2,0,15,0,-5
CNc1nc(C)nc(-n2nc(C)cc2C)n1,1,-5,0,0,-0.7,2,-12,-1,5
CCOC(=O)N1CCN(C(=O)c2[nH]c(C(F)(F)F)nc2-c2ccccc2)CC1,9,14,3,8,.,1,.,5,3
COCC(C)n1c(C)cc(C(=O)COc2ccc(N(C)S(=O)(=O)c3ccc(NC(C)=O)cc3)cc2)c1C (stereo unspecified),0,-3,12,0,4.6,-9,17,3,-9
CC1CCN(C2(O)C(=O)Nc3ccc(Br)cc32)CC1 (stereo unspecified),9,3,2,4,1.0,-2,-7,-5,-8
CC(=O)CCC(=O)N1CCCC(N2CCN(c3cccc(Cl)c3)CC2)C1 (stereo unspecified),-2,-1,1,10,-0.4,1,0,3,7
CCc1ccc(NC(=O)C2CCN(S(=O)(=O)c3cnc[nH]3)CC2)cc1,13,-3,0,2,-0.8,-1,2,-2,6
O=C1c2ccccc2C(=O)C1C(=O)C1CC1,0,-2,-2,-6,0.5,0,13,6,-4
CCC(C)[C@H]1COCCS(=O)(=O)N1Cc1ccc(C)cc1 (stereo partly specified),4,-9,-2,-11,-2.4,0,7,-12,10
O=S(=O)(NCc1c(Cl)cccc1Oc1ccccc1)c1ccc(F)cc1,1,-36,3,-11,7.0,-14,23,-9,4
O=C(c1ccc(-c2cccc(C(F)(F)F)c2)o1)N1CCCC(C(F)(F)F)C1 (stereo unspecified),6,-1,-1,1,1.9,-7,-5,0,-5
